KDM5B inh: Primary screen for KDM5B Histone Demethylases FDH-coupled qHTS; Lysine-specific demethylase 5B (Homo sapiens), Q9UGL1; KDM5B demethylase, FDH-coupled NADH fluorescence (FDH is formaldehyde dehydrogenase); Potency, µM (titrated, usually from 57.7 µM), inactives show top-dose activity change, negative = inhibition, most hits filed as inhibitors; 220,000 compounds, 2.6% hits; AID 1347165, 2019; active means well fitted inhibition curve with a large enough effect; inconclusive means small, poorly fitted or top-dose-only effect; inactive means no such curve, though single readings can be large or run the other way; further: 0% is about no effect; nearly all actives have a fitted effect of over 70% in size
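Measured: NADH fluorescence change, 30 min, RT. System: KDM5BΔAP 200 nM final, H3K4me3 peptide, α-KG, Fe(II), ascorbate, NAD⁺ plus FDH, pH 7.5 HEPES. Compounds: titrated, 10 min pre-incubation with enzyme.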
* hit, by the source's call; i = inactive; ? = inconclusive; [ ] = another dose, or the depositor's remark. Potency means the concentration at half of the fitted maximal effect. The list is partial; count on the stated rates, not on these rows.

Start of the data: the first 6 entries, ahead of the listing:
SMILES	KDM5B inh
Cn1cnc(S(=O)(=O)N[C@H]2CCN(C(=O)c3ccco3)[C@H](C(=O)N[C@@H](Cc3cccs3)C(N)=O)C2)c1	1.6%
CCOc1ccc(NC(=O)c2n[nH]c(=O)c3ccccc23)cc1OCC	5.4%
COc1ccccc1NC(=O)CSCc1ccc(Cl)c(Cl)c1	-9.4%
CC(C)C(OC(=O)/C=C/c1cccc(F)c1)C(=O)NC(N)=O (stereo unspecified)	11.8%
CCCNc1nc2ccccc2nc1C(=O)Nc1ccccc1Cl	-5.1%
CCc1cccc2c(C(=O)COC(=O)C3=NNC(=O)CC3)c[nH]c12	16.6%

All compounds of this part, from the start:
SMILES	KDM5B inh
Cn1cnc(S(=O)(=O)N[C@H]2CCN(C(=O)c3ccco3)[C@H](C(=O)N[C@@H](Cc3cccs3)C(N)=O)C2)c1	1.6%
CCOc1ccc(NC(=O)c2n[nH]c(=O)c3ccccc23)cc1OCC	5.4%
COc1ccccc1NC(=O)CSCc1ccc(Cl)c(Cl)c1	-9.4%
CC(C)C(OC(=O)/C=C/c1cccc(F)c1)C(=O)NC(N)=O (stereo unspecified)	11.8%
CCCNc1nc2ccccc2nc1C(=O)Nc1ccccc1Cl	-5.1%
CCc1cccc2c(C(=O)COC(=O)C3=NNC(=O)CC3)c[nH]c12	16.6%
CCC(C(=O)N1CCC(c2n[nH]c(=O)n2Cc2ccc(OC)cc2)CC1)c1ccccc1 (stereo unspecified)	11.8%
CN(C)[C@H]1CCN(C(=O)Cc2cn(C)c3ccccc23)C[C@H]1CCC(=O)O	?
CCCCCOc1ccc(OC(=O)c2ccc(-c3ccc(CC)cn3)cc2)cc1	24.3%
COc1ccccc1Nc1nc(-c2ccccc2F)nc2ccccc12	-15.4%
CC1CCC(=NNC(=O)C2CC2)CC1 (stereo unspecified)	12.8%
CNC(=O)C(C#N)(Cc1cccc2ccccc12)Cc1cccc2ccccc12	-22.7%
Cc1ccccc1NC(=O)c1ccc2c(c1)OCCN(CCC(F)(F)F)C2	7.7%[86.2 µM]
COc1ccc(OC)c(Nc2nc3ccccc3n3cnnc23)c1	87.1%[activator]
CCOC(=O)C1(Cc2ccc(F)cc2F)CCCN(C(=O)c2c(C)nc3ncccn23)C1 (stereo unspecified)	31.6µM*
O=C1NC(C(=O)NC2CCCC2)Cn2cccc21 (stereo unspecified)	-26.7%
Cc1ccc(-c2nc(C#N)c(NCCN(C)C)o2)cc1	-148.5%
COc1cc(CN2CCN(S(=O)(=O)c3ccccc3)CC2)cc(OC)c1O	-15.3%
Cc1cc(C)nc(SCc2ccc(C(=O)N3CC[C@@](C)(O)[C@@H](O)C3)o2)n1	-21.9%
COc1ccc2c(c1)cc(C(=O)N[C@@H](Cc1ccccc1)C(=O)N[C@@H](C)C(=O)O)n2C	?
CCN(CC)C(=O)N1CC(Oc2ccc(-c3nc(C)no3)cc2)C1	-15.0%
O=C(NCCc1ccccn1)c1cccc(Cl)c1	14.1%
N#Cc1ccc(S(=O)(=O)N2CCCCCCNC(=O)CC2)cc1	-6.5%
N/C(=N/OC(=O)c1ccccc1Cl)c1ncc([N+](=O)[O-])s1	9.7%
CCCN(CC1CCOC1)C(=O)c1cc(F)cc(F)c1 (stereo unspecified)	14.7%
CC(C)OCCCNC(=O)CN1C(=O)CSc2ccc(S(=O)(=O)N3CCCCC3)cc21	-12.9%
O=C(/C=C/c1cccc(O)c1)c1ccc(-c2cccs2)cc1	?
N#Cc1ccc(COC(=O)c2ccc[nH]2)cc1	9.7%
CCCCNC(=O)c1nnn2c1COC(c1ccc(F)cc1)C2 (stereo unspecified)	0.7%
COc1ccc(N2Cc3cccc(C(=O)NCc4ccc(C)cc4)c3C2=O)cc1	?
Cc1ccc(N2CC3=C(C2=O)C(c2ccc(Br)cc2)NC(=O)N3C)cc1 (stereo unspecified)	-1.8%
CN(CC(=O)NCc1ccc(F)cc1)C(=O)c1ccc2c(c1)nnn2C	-1.6%
Cc1nn(C)c(C)c1S(=O)(=O)N(CC(=O)NCCc1ccccc1)c1ccc(C(C)C)cc1	4.9%
Cc1ccc(NC(=O)CSc2nc3c(oc4ccccc43)c(=O)n2-c2ccc(F)cc2)c(C)c1	-22.6%
CCn1ncc(Cl)c1CNC(=O)C1CCCN(S(=O)(=O)c2cnn(C)c2)C1 (stereo unspecified)	8.5%
CC(C)C(=O)N[C@H]1[C@H](O)[C@H](O)C[C@@H]1c1ccc(C(F)(F)F)nc1	17.0%[86.2 µM]
C[S+](=O)([O-])N1CC2(CCCN2CC2CC2)Cc2ccccc21 (stereo unspecified)	?
COc1ccccc1-c1coc2cc(OC(=O)c3ccc(Cl)cc3)ccc2c1=O	9.0%
CN1C[C@@H](NS(=O)(=O)c2ccccc2)C[C@H]1c1nc(-c2cnccn2)no1	-30.8%[86.2 µM]
Cc1nn(C(=O)c2ccc(Cl)cc2)c(C)c1S(=O)(=O)N1CCOCC1	-8.0%
CN1c2cc(C(=O)N3CCOCC3)ccc2OCC1CC(=O)NC(CO)CO (stereo unspecified)	-19.1%
COc1cccc(C(=O)NC2CCN(c3cnn(C)c(=O)c3)CC2)c1OC	-19.4%
COc1ccc(C(=O)NCCc2sc(-c3ccc(F)cc3)nc2C)cc1OC	?
COc1cccc(N2CC(NC(=O)c3cc4ccccc4o3)CC2=O)c1 (stereo unspecified)	-9.7%
Cc1ccc(C(=O)NCC(=O)N2CCCCCC2)cc1	12.4%
Cc1nc(NC(C)C)sc1C(=O)Nc1ccccc1	-3.9%
COCc1nnc(NC(=O)C2CC(=O)N(c3ccc(C)c(Cl)c3)C2)s1 (stereo unspecified)	4.6%
Cc1nc2ccc(CO)cc2s1	7.1%
CCN1c2cc(C(=O)Nc3ccc(Cl)cc3C)ccc2C(=O)N2CCCCCC21 (stereo unspecified)	i
COc1cccc2c(Nc3cccc(O)c3)cc(C)nc12	3.6%
COc1cccc(N2CCN(C(=O)CCNS(=O)(=O)c3ccc4[nH]c(=O)ccc4c3)CC2)c1	-7.1%
O=C1CC(c2ccccc2)N(C(=O)C2CC2)CCCN(C(=O)CCc2ccccc2)CCN1 (stereo unspecified)	-15.1%
CCC1Oc2ccccc2N(CC(=O)NCc2ccc(C)cc2)C1=O (stereo unspecified)	?
CCCn1c(SCc2nc(-c3ccccc3C)no2)nnc1-c1ccc(Cl)cc1	-13.4%
Cc1c(-c2nc(-c3ccccc3F)no2)nnn1-c1cc(F)ccc1F	-10.7%
COc1ccc(C2SCCN2S(=O)(=O)c2ccc(Cl)c(Cl)c2)cc1 (stereo unspecified)	-14.3%
CN1CCC([C@@H]2CN(C(=O)c3nn(C)c4ccccc34)C[C@H]2C(N)=O)CC1	-24.6%
Cc1noc([C@@H]2CN(C(=O)COc3ccc(F)cc3)C[C@H]2CO)n1	-4.9%
COc1ccc(NC(=O)CSc2ccc(-c3sc(C)nc3C)nn2)cc1	11.2%
Cc1ccc(S(=O)(=O)C(CNC(=O)c2ccc(F)c(F)c2)c2ccco2)cc1 (stereo unspecified)	-0.5%
(next part)
SMILES	KDM5B inh
COc1ccccc1CCNS(=O)(=O)c1ccc(N2C(=O)C(C)(C)CS2(=O)=O)cc1	11.9%
CCCn1c(=N)c(C(=O)NCc2cccnc2)cc2c(=O)n3cccc(C)c3nc21	i
CC(C)CC(=O)Nc1ccc(-c2csc(N)n2)cc1	12.1%
O=C(Cn1c(SCc2ccccc2F)nc2cccnc21)Nc1ccc(F)c(Cl)c1	?
O=C(O)CCc1ccncc1	12.1%
CCc1ccc(NC(=O)COC(=O)C2CC(=O)N(c3ccc(Br)cc3)C2)cc1 (stereo unspecified)	-1.1%
O=C(CSc1nc2ncccc2o1)Nc1ccc(Cl)cc1F	?
O=C1NCCCCCCN(Cc2ccncc2)[C@@H]2CN(CC3CC3)CC[C@@H]12	?
CCOc1cc(C(=O)Nc2ccc(NS(C)(=O)=O)cc2)ccc1OC	11.2%
Clc1cccc(CSc2cccc3cccnc23)c1	?
O=C(Nc1ccc(Cl)cc1C(F)(F)F)c1cccc(Cl)c1Cl	-3.2%
COc1ccccc1C(=O)N1CCC(Cc2nc(C(C)C)no2)CC1	22.8%
Cc1ccc(OCCSc2nc3ccccc3n2CC(=O)N2CCCCC2)cc1C	?
O=C1CCCN2N=C(SCC(=O)Nc3cccc(F)c3)SC2=N1	18.7%
O=C(N[C@H]1CCN2C(=O)c3ccccc3NC(=O)[C@H]12)c1cccc(F)c1	-7.3%[86.2 µM]
COc1ccc(-c2noc([C@@H]3CCCN3C(=O)c3cc(Cl)ccc3F)n2)cc1OC	?
O=[N+]([O-])c1cc(-c2nc(-c3ccccn3)no2)ccc1NCc1ccccc1	9.8%
Cc1c(Cl)cccc1-n1ncc(C(=O)Nc2ccc(Br)cc2F)c1C1CCNCC1	?
CCc1nnc(NC(=O)c2cc(=O)[nH]c3ccccc23)s1	-13.0%
CCc1cccc(NC(=O)CCNS(=O)(=O)c2ccc3c(c2)CCN3C(C)=O)c1	10.4%

Quoted at random: 2 records from the list
SMILES	KDM5B inh
Cc1c(Cl)cccc1-n1ncc(C(=O)Nc2ccc(Br)cc2F)c1C1CCNCC1	?
O=C(Nc1ccc(Cl)cc1C(F)(F)F)c1cccc(Cl)c1Cl	-3.2%

More compounds follow:
SMILES	KDM5B inh
COCc1cc(=O)[nH]c(SCCS(=O)(=O)c2ccc(Cl)cc2Cl)n1	10.4%
CN1C(=O)c2cccn2CC1CNC(=O)c1ccnn1C (stereo unspecified)	-4.7%
COc1ccc(OC)c(CN2CCOc3ccc(C(=O)NCc4ccccc4F)cc3C2)c1	-10.3%
Cc1nc2sc(-c3ccccc3)cc2c(=O)n1N	?
COc1cccc(C2=C(C(C)=O)Sc3nnc(-c4ccccc4)n3N2C(C)=O)c1	-14.3%
Cc1c(CC(=O)N2CCN(C(=O)C3COc4ccccc4O3)CC2)c(=O)oc2cc(O)c(Cl)cc12 (stereo unspecified)	i
Cc1cccc(-c2noc([C@@H]3C[C@@H](O)CN3C3CCOCC3)n2)c1	-14.9%[86.2 µM]
Cc1ccc(CNCc2cccs2)s1	18.7%
O=C(NC[C@H]1O[C@@H](CO)[C@@H](O)[C@H]1N1CCN(c2ccccc2)CC1)c1ccccc1Cl	-6.2%
Cc1c(C)c2ccc(OCC(=O)Nc3ccccc3)c(C)c2oc1=O	-12.5%
O=C1N2CCCC2CN1C1CCN(Cc2cccnc2)CC1 (stereo unspecified)	-10.7%[86.2 µM]
CCOCCc1nn2c(=O)cc(COC(=O)C(CC)c3ccccc3)nc2s1 (stereo unspecified)	-6.5%
CC(C)c1nc2c(c(-c3ccc(O)cc3)n1)CN(C(=O)c1ccccc1)CC2	22.5%
Cc1ccc(CNC(=O)CCc2ccc3c(c2)CN(C(=O)NC(C)C)CCO3)o1	?
CCC(Cn1nnc2ccccc2c1=O)NC(=O)Nc1cc(OC)cc(OC)c1 (stereo unspecified)	-17.2%
COc1ccccc1CNC(=O)CCC(=O)N1CC(C)Sc2ccccc21 (stereo unspecified)	?
Cc1nc2ccn(Cc3ccccc3)c(=O)c2cc1C(=O)NCc1ccccc1F	?
CC(C)CCNC(=O)CCC(=O)NCCC1=CCCCC1	5.9%
CC1=C[C@@H](CNC(=O)CCC(=O)O)[C@H](C(C)C)C[C@H]1Cc1nc2ccncc2[nH]1	-23.6%[86.2 µM]
O=C(Nc1ccc(Cl)c(C(F)(F)F)c1)c1nc2ccccc2nc1N1CCCCC1	-7.4%
CC(C)C[C@@H]1N[C@H](C(=O)N(C)CCC#N)Cc2c[nH]c3cccc1c23	-15.5%[86.2 µM]
O=C(NC1CCCC1)N1CCC(OCCOc2cccnc2)CC1	-1.5%
CCc1ccc(OC(=O)/C=C/c2ccccc2)cc1	14.8%
O=Cc1cccn1-c1ccccn1	2.6%
Cc1noc(-c2cn(C3CCCN(C(=O)c4cccc5[nH]ccc45)C3)nn2)n1 (stereo unspecified)	20µM*
CC(=O)N1CC2(Cc3ccccc3N([S+](C)(=O)[O-])C2)C1	31.8%[86.2 µM]
O=C(CN1C(=O)NC(c2ccccc2Cl)C2=C1COC2=O)Nc1ccccc1C(F)(F)F (stereo unspecified)	6.1%
COc1ccccc1CNC(=O)CCCc1nnc2n(CC(C)C)c(=O)c3sccc3n12	-27.1%
Cc1nc2c(c(=O)[nH]1)CCN(C(=O)c1ccccc1C(F)(F)F)C2	1.0%
COc1ccc(C23CC4CC(C2)CC(c2ccc(OC)c(C(=O)NC(C)C)c2)(C4)C3)cc1C(=O)NC(C)C	38.1%[activator]
O=C(NCC1CC1)c1nc(-c2ccc3[nH]ccc3c2)no1	10.3%
COc1ccccc1C(=O)N1CCC(Cc2n[nH]c(C)n2)CC1	-18.9%
Cc1nnc(NC(=O)CSc2nccn2-c2cccc(Cl)c2)s1	-3.1%
COc1ccc(C)c2sc(NC(=O)c3ccc(S(=O)(=O)N(C)C)cc3)nc12	?
CC(C)n1ccnc1CN1CCCC12CCN(c1ccc(C(F)(F)F)cn1)CC2	?
C[C@H]1[C@@H]2[C@@H](O)C([C@H](C)C(=O)NC3CCCCC3)CC[C@@]2(C)CC[C@@H]1NC(=O)c1cnccn1 (stereo partly specified)	10.3%
Cc1cc(S(=O)(=O)N2CCN(C3CCN(Cc4ccccn4)C3=O)CC2)ccc1Cl (stereo unspecified)	2.8%
O=C1CCN(Cc2cccnc2)CCCC(C(=O)N2CCOCC2)CCN1 (stereo unspecified)	?

Reformatted as a markdown table: part of the list above.
| SMILES | KDM5B inh |
| --- | --- |
| CN1C(=O)c2cccn2CC1CNC(=O)c1ccnn1C (stereo unspecified) | -4.7% |
| COc1ccc(OC)c(CN2CCOc3ccc(C(=O)NCc4ccccc4F)cc3C2)c1 | -10.3% |
| Cc1nc2sc(-c3ccccc3)cc2c(=O)n1N | ? |
| COc1cccc(C2=C(C(C)=O)Sc3nnc(-c4ccccc4)n3N2C(C)=O)c1 | -14.3% |
| Cc1c(CC(=O)N2CCN(C(=O)C3COc4ccccc4O3)CC2)c(=O)oc2cc(O)c(Cl)cc12 (stereo unspecified) | i |
